LAP4 TOR yeast: alters LAP4-GFP fluorescence in TOR pathway yeast screen. S. cerevisiae LAP4-GFP multiplex, flow cytometry GFP, 3 h; median GFP as percent of DMSO wells. GFP response vs DMSO, % at 10 µM. actives 0.34% (n = 320,000). AID 2023;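 active = GFP response vs DMSO above a set limit, about the screen mean plus 3 SD, cut at about 150% in these data; inconclusive = under 70 cell events counted for the yeast strain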
ZTA counter: counter-screen for EBNA-1 inhibitors: inhibitors of Epstein-Barr virus ZTA; P03206; ZTA-DNA binding, fluorescence polarization; inhibition, % at 11 µM; actives 0.15% (n = 320,000); AID 2234; in the data active = inhibition above about 33%
MEP2-GFP yeast: alters MEP2-GFP fluorescence in TOR pathway yeast screen | S. cerevisiae MEP2-GFP strain, flow cytometry GFP, 3 h; 100% = DMSO control level | GFP response vs DMSO, % at 10 µM | actives 0.51% (n = 330,000) | AID 2016;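 active = GFP response versus DMSO above a set limit, roughly screen mean plus 3 SD, cut at about 180% in these data; inconclusive = fewer than 70 cells counted for a yeast strain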;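 also: median GFP fluorescence of the barcode-gated MEP2-GFP cells per well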
procasp3 activ: activates human procaspase-3 | recombinant procaspase-3 D3A, Ac-DEVD-pNA absorbance 405 nm | P42574 | activation, % at 8.5 µM | actives 0.11% (n = 330,000);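 active = activation above the mean of all tested compounds plus 3 SD, cut at about 21% in these data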;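 also: 0% = DMSO alone and 100% = DMSO wells spiked with extra 5 µM PC-3 D3A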
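assay system = Procaspase-3 D3A mutant | signal = absorbance at 405 nm, 0 and 120 min | times = 1 h preincubation plus 2 h reaction at 25 °C | repeats = single replicate | read-out = % activation between DMSO and enzyme-spiked controls | medium = Zinc-free HEPES saline buffer with Triton X-100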
proCasp7 act: counter-screen: procaspase-7 (human) activation | actives 0.093% (n = 330,000) | AID 463210 | activation, % at 8.5 µM | P55210 | recombinant procaspase-7, Ac-DEVD-pNA absorbance 405 nm; D23A/D198A/D206A triple mutant, cannot self-cleave; scale: DMSO 0, 5 µM enzyme 100;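 active = percent activation above the screen-wide mean plus 3 SD, cut at about 25% in these data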
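signal = Epi-absorbance of released pNA at 405 nm, two timepoints | assay system = Uncleavable procaspase-7 mutant enzyme | reagent = Ac-DEVD-pNA substrate, 400 µM as added | times = 1 h enzyme–compound preincubation and 2 h substrate reaction, both 25 °C | benchmarks = low DMSO alone, high DMSO plus 5 µM PC-7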
RPL19A TOR yeast: alters RPL19A-GFP fluorescence in TOR pathway yeast screen; S. cerevisiae RPL19A-GFP strain, flow cytometry, 3 h; stronger effect = lower value; percent response vs DMSO, % at 10 µM; actives 0.3% (n = 330,000); AID 2025;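 active = percent response vs DMSO below 50%; inconclusive = fewer than 70 events counted for the yeast strain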;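 also: median channel GFP fluorescence of the barcoded RPL19A-GFP strain; ratio of sample median GFP to plate DMSO average so 100% = DMSO; lower means less RPL19A-GFP as with rapamycin TOR inhibition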
EBNA-1 inhibitor: blocks EBNA-1 binding to DNA; EBNA-1 DNA binding, fluorescence polarization; inhibition, % at 14.8 µM; actives 0.34% (n = 300,000); AID 1950; in the data active = inhibition above about 28%
AHR act: human AHR activation; AHR-responsive luciferase reporter cells, luminescence; activation, % at 5 µM; actives 2.5% (n = 320,000); AID 2796; in the data active = activation above about 47%;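 also: 0% = vehicle wells and 100% = reference agonist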
The depositor's hits bear a star; u = inconclusive; x = no result given; [ ] = dose if it differs, or a comment.

The line under a structure holds: LAP4 TOR yeast, ZTA counter, MEP2-GFP yeast, procasp3 activ, proCasp7 act, RPL19A TOR yeast, EBNA-1 inhibitor, AHR act
COc1cccc(C2(O)CCN(C(=O)Cc3cccnc3)CC2)c1
  97, -1, 105, -7, 3, 99, 5, 0
Cc1ccccc1S(=O)(=O)/N=C(/c1ccccc1)N1CCOCC1
  105, -6, 106, 4, 7, 93, -8, -2
Cc1nn(-c2ccccc2)c(Cl)c1C(=O)NCCN(C)C
  88, 7, 103, 4, 7, 99, -6, 1
Cc1cccc(C(=O)NCc2ccco2)c1
  97, -10, 105, -18, -14, 102, -21, 7
CCC(CC)C(=O)c1c[nH]c(C(=O)NCCCn2ccnc2)c1
  99, -14, 101, 0, -1, 100, -12, 19
CCC(=O)N1CCc2cc(S(=O)(=O)CCC(=O)Nc3nc(C)cs3)ccc21
  99, 5, 103, 2, -14, 99, 1, 7
COc1cccc(/C=N/n2c(CO)nc3ccccc32)c1OC
  90, 10, 94, 11, 5, 94, 5, 14
CCOc1ccccc1N(C)C(=O)c1cc2c(=O)n(CC)c3ccccc3c2s1
  107, -22, 100, -8, -6, 104, -2, 5
CS(=O)(=O)N(Cc1ccccc1)c1ccccc1C(=O)O
  96, -6, 97, 10, 0, 88, -11, 2
Cc1ccccc1-c1nnc(-c2cccs2)o1
  103, -9, 109, -2, 1, 95, 4, 19
C=CCOc1c(Br)cc(/C=N/n2c(CC)n[nH]c2=S)cc1Br
  95, -3, 104, 3, -6, 102, 6, 68*
COc1ccc(/C=N/N2CCN(c3ccccc3OC)CC2)cc1Br
  100, -7, 110, 6, -6, 106, 1, -5
COc1ccc(NC(=O)C(C)(C)Oc2ccc(Cl)cc2)cn1
  104, -4, 97, -1, 13, 98, x, 0
Cn1c(=O)c(=O)n(C)c2cc(S(=O)(=O)N3CCN(Cc4ccccc4)CC3)ccc21
  100, 13, 98, 0, -4, 101, 3, 2
CCC1(CC)C(=O)NC(=O)NC1=NCCc1c[nH]c2ccccc12
  95, -17, 92, 0, -2, 94, -2, 4
O=C(O)c1nc(NCc2ccccc2)ncc1Cl
  97, -14, 106, 4, -13, 109, -13, 3
Cc1nc2ncccn2c1-c1csc(Nc2cccc(C(=O)O)c2)n1
  109, -12, 116, 0, 2, 103, 8, 0
CC(C)N(CCCNC(=O)C1CCN(C(=O)c2cc3sccc3n2C)CC1)Cc1ccccc1
  81, -14, 104, 2, 12, 98, -27, 1
CCc1ccc(C(=O)NNc2ccccc2F)cc1
  114, -7, 101, -6, 2, 100, -7, -1
O=C(NNS(=O)(=O)c1ccccc1F)c1ccccc1-n1cccc1
  80, -1, 86, 1, 3, 89, -2, 3

The list goes on:
The line under a structure holds: LAP4 TOR yeast, ZTA counter, MEP2-GFP yeast, procasp3 activ, proCasp7 act, RPL19A TOR yeast, EBNA-1 inhibitor, AHR act
O=C(CN1C(=O)N/C(=C\c2ccccc2OCc2ccc(C(=O)O)cc2)C1=O)Nc1ccc(F)cc1
  97, 12, 103, 0, -8, 102, -6, 3
O=C(CCCn1c(=O)oc2ccccc21)N1CCN(c2ccccn2)CC1
  96, -2, 102, 1, 3, 105, 7, 9
COc1cc2c(cc1OC)C(c1ccc(-c3ccc(Cl)c(Cl)c3)o1)=NCC2
  98, -2, 107, -17, -12, 98, -10, 63*
Cc1cccc(N2C(=O)N3[C@H](c4ccc(F)cc4)[C@@H]4C(=O)N(C5CCCCC5)C(=O)[C@@H]4[C@]3(Cc3ccc(Cl)cc3)C2=O)c1
  105, -14, 94, 0, -3, 102, 4, 0
CCC(C)(C)n1nnnc1C(c1ccc(O)c(OC)c1)N1CCc2ccccc2C1 (stereo not given)
  106, -9, 103, 0, -18, 90, -3, 2
Cc1ccc(S(=O)(=O)N2CCN(C(=O)c3cc(=O)[nH]c4ccccc34)CC2)c(C)c1
  98, -2, 102, -6, -1, 100, 9, 2
CCC(NC(=O)Nc1cc(C)on1)(C(F)(F)F)C(F)(F)F
  105, 8, 96, -8, 3, 95, -8, 0
COc1cc(/C=C(\CC(=O)O)c2nc3ccccc3s2)cc(OC)c1O
  105, -16, 100, -12, -16, 113, -1, 2
CCCOC(=O)c1ccc(Oc2cn[nH]c2-c2ccc(O)cc2O)cc1
  98, -8, 88, 0, 2, 92, 1, 0
Cn1c(SCC(=O)N/N=C/c2ccc([N+](=O)[O-])s2)nnc1-c1ccccc1
  135, -4, 152, 7, -10, 105, 24, 19
O=C(CSc1nc2ccccc2[nH]1)N1CCN(C(=O)c2ccco2)CC1
  93, 5, 97, -8, -14, 99, -3, 13
Cc1cc(C)cc(CSc2nnc(C)c(=O)[nH]2)c1
  100, -23, 102, 5, 3, 101, -1, -1
c1ccc(C2=Nn3c(nnc3-c3ccco3)SC2)cc1
  94, -23, 100, 8, -2, 101, 7, 20
COc1cc(/C=N/S(=O)(=O)c2ccccc2)cc(OC)c1O
  79[may fluoresce red], -4, u, 5, 12, u, -9, 3
O=C(O)c1ncn(Cc2ccccc2)c1C(=O)O
  104, -8, 102, -3, 3, 104, -11, 8
CC(C)N1C(=O)C2C(C(=O)NC3CCCCC3)C3C=CC2(O3)C1C(=O)NC1CCCC1 (stereo not given)
  106, -6, 98, 5, 1, 93, -6, 0
COc1ccc(Nc2c3c(nc4ccccc24)CCCC3)cc1OC
  107, 4, 100, -8, 2, 103, 0, 6
Cc1ccc(NC(=O)CN2C(=O)N/C(=C/c3ccccc3OCc3cccc(C(=O)O)c3)C2=O)cc1
  88, 2, 100, -7, -7, 97, -2, 5
CCN(CC)S(=O)(=O)c1cc(NC(=O)C(CC(C)C)NC(N)=O)ccc1C (stereo not given)
  122, -2, 151, 1, 13, 99, -2, 1
COc1cccc(C(=O)NCC(=O)OCc2ccc(F)cc2Cl)c1
  107, -15, 105, 4, 10, 102, -3, 1

Next compounds:
The line under a structure holds: LAP4 TOR yeast, ZTA counter, MEP2-GFP yeast, procasp3 activ, proCasp7 act, RPL19A TOR yeast, EBNA-1 inhibitor, AHR act
O=C(COC(=O)Cc1cccs1)Nc1ccc(F)c(F)c1F
  99, 10, 100, 2, 4, 101, -6, 5
COC(=O)/C(C#N)=C/c1c(N2CCN(Cc3ccc4c(c3)OCO4)CC2)nc2c(C)cccn2c1=O
  104, 2, 95, -4, -5, 92, -3, 0
O=C(CCn1c2c(c3ccccc31)CCCC2)NNC(=O)c1ccccc1C(=O)O
  95, -5, 100, -6, 0, 98, -8, 25
COc1ccc(CN(CC(=O)NC2CCCCC2)C(=O)CCC(=O)Nc2nccs2)cc1
  100, -5, 99, -13, 5, 92, 8, 2
CC1CN(S(=O)(=O)c2cccc(C(F)(F)F)c2)CN1C(=O)N1CCOCC1 (stereo not given)
  93, 14, 106, 0, -4, 103, 8, -2
CCOc1ccc(N(CC(=O)N2CCOCC2)S(=O)(=O)c2ccc(SC)cc2)cc1
  92, 6, 100, 4, -10, 104, 0, 1
O=C(Cn1nc(Cl)nc1Cl)c1cc2ccccc2oc1=O
  104, 15, 98, 1, 9, 105, 13, -3
CCc1ccc(CN(C)C(=O)CC2C(=O)NCCN2Cc2ccoc2)cc1 (stereo not given)
  105, -12, 98, -5, 6, 102, 6, 1
Cc1ccc(S(=O)(=O)Nc2ccc(S(=O)(=O)NCC3CCCO3)cc2)cc1 (stereo not given)
  98, -4, 103, -5, 5, 103, 8, 0
CCN(C[C@H]1N[C@@](CC)(C(=O)OC)[C@H]2C(=O)N(Cc3ccccc3)C(=O)[C@@H]12)C(=O)C1CCCCC1
  89, x, 89, 4, 2, 94, x, 0
O=c1c2c3c(sc2ncn1/N=C/c1cccnc1)CCCC3
  99, 8, 100, 6, 14, 100, 9, 24
COc1ccc(-c2noc(CCCC(=O)O)n2)cc1
  101, 0, 94, 5, 10, 99, 8, -17
COCCCN1C(=O)CC(C(=O)OC)=C1C
  99, -5, 100, 2, 5, 103, -6, 2
CC1Cc2ccccc2N1S(=O)(=O)c1cccc2nsnc12 (stereo not given)
  111, -19, 102, 1, 10, 96, -3, 4
CC(=O)Nc1ccc(CNc2ncnc3ccc(-c4c(C)noc4C)cc23)cc1
  95, 1, 94, -10, -1, 97, x, 40
COC(=O)NC(NC(=S)Nc1ccc([N+](=O)[O-])cc1)C(Cl)(Cl)Cl (stereo not given)
  100, 3, 110, -9, 7, 103, -5, 0
COc1ccc(N/C(N)=N/c2nc(C)c(Cc3ccccc3)c(=O)[nH]2)cc1
  73, -11, 80, -8, -19, 81, -2, 3
Cc1ccnc(NS(=O)(=O)c2ccc(N3C(=O)c4ccccc4C3=O)cc2)n1
  96, -10, 101, 2, 3, 105, 8, -3
COc1cc(OCc2ccccc2)c(C(=O)/C=C/c2ccc3c(c2)OCO3)c(OC)c1OC
  118, 14, 100, -10, -4, 96, 7, 12
CCCc1cc2c(=O)c(-c3cscn3)c(C(=O)OCC)oc2cc1O
  102, 18, 97, -1, -2, 96, 2, 18

In a second layout: results already given.
compound	LAP4 TOR yeast	ZTA counter	MEP2-GFP yeast	procasp3 activ	proCasp7 act	RPL19A TOR yeast	EBNA-1 inhibitor	AHR act
O=C(COC(=O)Cc1cccs1)Nc1ccc(F)c(F)c1F	99	10	100	2	4	101	-6	5
COC(=O)/C(C#N)=C/c1c(N2CCN(Cc3ccc4c(c3)OCO4)CC2)nc2c(C)cccn2c1=O	104	2	95	-4	-5	92	-3	0
O=C(CCn1c2c(c3ccccc31)CCCC2)NNC(=O)c1ccccc1C(=O)O	95	-5	100	-6	0	98	-8	25
COc1ccc(CN(CC(=O)NC2CCCCC2)C(=O)CCC(=O)Nc2nccs2)cc1	100	-5	99	-13	5	92	8	2
CC1CN(S(=O)(=O)c2cccc(C(F)(F)F)c2)CN1C(=O)N1CCOCC1 (stereo not given)	93	14	106	0	-4	103	8	-2
CCOc1ccc(N(CC(=O)N2CCOCC2)S(=O)(=O)c2ccc(SC)cc2)cc1	92	6	100	4	-10	104	0	1
O=C(Cn1nc(Cl)nc1Cl)c1cc2ccccc2oc1=O	104	15	98	1	9	105	13	-3
CCc1ccc(CN(C)C(=O)CC2C(=O)NCCN2Cc2ccoc2)cc1 (stereo not given)	105	-12	98	-5	6	102	6	1
Cc1ccc(S(=O)(=O)Nc2ccc(S(=O)(=O)NCC3CCCO3)cc2)cc1 (stereo not given)	98	-4	103	-5	5	103	8	0
CCN(C[C@H]1N[C@@](CC)(C(=O)OC)[C@H]2C(=O)N(Cc3ccccc3)C(=O)[C@@H]12)C(=O)C1CCCCC1	89	x	89	4	2	94	x	0
O=c1c2c3c(sc2ncn1/N=C/c1cccnc1)CCCC3	99	8	100	6	14	100	9	24
COc1ccc(-c2noc(CCCC(=O)O)n2)cc1	101	0	94	5	10	99	8	-17
COCCCN1C(=O)CC(C(=O)OC)=C1C	99	-5	100	2	5	103	-6	2
CC1Cc2ccccc2N1S(=O)(=O)c1cccc2nsnc12 (stereo not given)	111	-19	102	1	10	96	-3	4

New compounds follow.
The line under a structure holds: LAP4 TOR yeast, ZTA counter, MEP2-GFP yeast, procasp3 activ, proCasp7 act, RPL19A TOR yeast, EBNA-1 inhibitor, AHR act
COCCCNC(=S)Nc1ccc2c(c1)OCCO2
  92, 0, 107, -1, 1, 101, 11, 11
O=[N+]([O-])c1ccc(S(=O)(=O)Nc2ncccn2)cc1
  95, 3, 94, -6, -1, 99, -24, 19
Cc1ccc(S(=O)(=O)N2CCC(C(=O)Nc3ccncc3)CC2)cc1
  112, -5, 106, 4, 7, 105, -4, 1
C=Cn1cc[n+](CC(=O)c2ccc(OC)c(OC)c2)c1
  102, -1, 105, 4, -4, 103, -3, 1

Screening data from PubChem BioAssay.
